Bioassay records (PubChem)
procasp3 activ – activators of human procaspase-3 D3A mutant, primary screen, biochemical, absorbance, PC-3 D3A mutant, single concentration; 0.11% of 330,000 active; recombinant procaspase-3 D3A, Ac-DEVD-pNA absorbance 405 nm; Caspase-3 (Homo sapiens), P42574; activation, % at 8.5 µM;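 active means activation above the mean of all tested compounds plus 3 SD, cut at about 21% in these data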;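 further: 0% = DMSO alone and 100% = DMSO wells spiked with extra 5 µM PC-3 D3A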
Target sequence (P42574 whole entry D9A/D28A/D175A): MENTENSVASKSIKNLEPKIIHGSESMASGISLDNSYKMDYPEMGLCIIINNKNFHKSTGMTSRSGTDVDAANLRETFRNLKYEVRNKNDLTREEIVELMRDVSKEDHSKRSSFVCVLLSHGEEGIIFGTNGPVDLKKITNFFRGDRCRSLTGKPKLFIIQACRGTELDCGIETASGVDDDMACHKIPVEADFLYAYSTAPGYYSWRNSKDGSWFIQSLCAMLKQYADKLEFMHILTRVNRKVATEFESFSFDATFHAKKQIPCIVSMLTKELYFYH
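Evaluation: percent activation relative to control range; Material: Procaspase-3 D3A mutant, all three cleavage aspartates alanine; Compound: single dose, 8.5 µM nominal compound, 0.8% DMSO; Replication: one well per compound; Signal: absorbance at 405 nm, 0 and 120 min; Schedule: 1 h preincubation plus 2 h reaction at 25 °C.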
MEP2 TOR yeast – modulators of MEP2-GFP levels in yeast, primary screen, S. cerevisiae, multiplex flow cytometry, MLPCN library | GFP response vs DMSO, % at 10 µM | S. cerevisiae MEP2-GFP strain, 3 h; 100% = DMSO control level | 0.51% of 330,000 active | AID 2016, 2009;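 active means GFP response versus DMSO above a set limit, roughly screen mean plus 3 SD, cut at about 180% in these data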;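 further: median GFP fluorescence of the barcode-gated MEP2-GFP cells per well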
CIT2-GFP yeast – modulators of CIT2-GFP expression in yeast, primary screen, S. cerevisiae, GFP fusion, multiplex flow cytometry, MLPCN library; S. cerevisiae CIT2-GFP strain, 3 h; 100 means same as DMSO wells; GFP response vs DMSO, % at 10 µM; 0.065% of 320,000 active; AID 2029, 2009;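 active means GFP response relative to DMSO above a set limit, near the screen mean plus 3 SD, cut at about 150% in these data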;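 further: ratio of well median GFP fluorescence to mean of DMSO wells on the plate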
AGP1-GFP MLPCN – modulators of AGP1-GFP expression in yeast TOR pathway, primary screen, cell-based, multiplex flow cytometry, S. cerevisiae, MLPCN library. GFP response vs DMSO, % at 10 µM. 0.02% of 320,000 active. AID 2066, 2009. 3 h; GFP as percent of DMSO wells;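 active means GFP response relative to DMSO above a set limit, near screen average plus 3 SD, cut at about 150% in these data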;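 further: median GFP channel fluorescence of the gated AGP1 strain per well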
RPL19A-GFP yeast – RPL19A-GFP expression modulators in yeast, primary screen, cell-based, S. cerevisiae, multiplex flow cytometry, MLPCN; AID 2025, 2009; S. cerevisiae RPL19A-GFP strain, 3 h; active compounds read low; percent response vs DMSO, % at 10 µM; 0.3% of 330,000 active;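 active means percent response vs DMSO below 50%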;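 further: median channel GFP fluorescence of the barcoded RPL19A-GFP strain; ratio of sample median GFP to plate DMSO average so 100% = DMSO; lower means less RPL19A-GFP as with rapamycin TOR inhibition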
LAP4 TOR yeast – modulators of LAP4-GFP expression in yeast, primary screen, S. cerevisiae, multiplex flow cytometry, MLPCN library; 3 h; median GFP as percent of DMSO wells; AID 2023, 2009; GFP response vs DMSO, % at 10 µM; 0.34% of 320,000 active;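 active means GFP response vs DMSO above a set limit, about the screen mean plus 3 SD, cut at about 150% in these data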
AHR activator – AHR activators, primary screen, cell-based, luminescence, luciferase reporter, human | Aryl hydrocarbon receptor (Homo sapiens), P35869 | AHR-responsive luciferase reporter cells | activation, % at 5 µM | 2.5% of 320,000 active; in the data active means activation above about 47%;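 further: 0% = vehicle wells and 100% = reference agonist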
proCasp7 act – procaspase-7 activators, primary screen, counter-screen for procaspase-3 activator project, biochemical, absorbance, HTS, human; Caspase-7 (Homo sapiens), P55210; recombinant procaspase-7, Ac-DEVD-pNA absorbance 405 nm; D23A/D198A/D206A triple mutant, cannot self-cleave; scale: DMSO 0, 5 µM enzyme 100; activation, % at 8.5 µM; 0.093% of 330,000 active; AID 463210, 2010;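 active means percent activation above the screen-wide mean plus 3 SD, cut at about 25% in these data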
Target sequence (P55210 whole entry D23A/D198A/D206A): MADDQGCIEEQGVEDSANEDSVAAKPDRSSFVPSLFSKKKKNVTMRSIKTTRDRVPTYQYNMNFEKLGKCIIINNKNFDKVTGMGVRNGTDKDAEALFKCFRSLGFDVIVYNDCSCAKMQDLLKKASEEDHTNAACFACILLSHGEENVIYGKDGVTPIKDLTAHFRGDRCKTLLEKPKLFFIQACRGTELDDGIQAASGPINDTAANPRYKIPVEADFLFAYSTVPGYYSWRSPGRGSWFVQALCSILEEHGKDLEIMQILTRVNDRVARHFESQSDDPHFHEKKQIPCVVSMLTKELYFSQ
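Detection: p-Nitroaniline absorbance at 405 nm, read at 0 and 120 min; system: Uncleavable procaspase-7 mutant enzyme; evaluation: % activation from two-timepoint absorbance difference, scaled to controls; times: 1 h enzyme–compound preincubation and 2 h substrate reaction, both 25 °C; buffer or medium: Zinc-free HEPES pH 7.4 with 300 mM NaCl, 0.01% Triton X-100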
Numbers without * were called inactive; . = not tested or not shown.

SMILES,procasp3 activ,MEP2 TOR yeast,CIT2-GFP yeast,AGP1-GFP MLPCN,RPL19A-GFP yeast,LAP4 TOR yeast,AHR activator,proCasp7 act
Cn1cc(CCC(=O)NCc2ccc(Cl)cc2)c2ccccc21,5,108,95,93,97,102,4,3
CCOc1cc(C(c2c(C)[nH][nH]c2=O)c2c(C)[nH][nH]c2=O)ccc1O,-9,107,128,114,109,88,0,2
O=C(Cc1c[nH]c2ccccc12)NCc1ccc(Cl)cc1Cl,-2,96,101,97,104,90,14,-8
CC1(C)NC(=O)N(CC(=O)OCC(=O)Nc2cc(S(=O)(=O)N3CCCCCC3)ccc2Cl)C1=O,8,98,90,100,86,114,-1,6
O=C(c1ccc(N2CCCC2)c([N+](=O)[O-])c1)N1CCc2ccccc2C1,-2,91,89,103,100,109,-3,2
CC(=O)Nc1ccc(S(=O)(=O)N2CCN(c3cnn(C)c(=O)c3Cl)CC2)cc1,1,95,92,94,95,96,1,10
CC[C@@H](C)[C@@H]1CN([C@@H](C)CN2CCC[C@H]2CN2C(N)=NC[C@@H]2Cc2ccccc2)C(=N)N1CCCC1CCCC1,2,95,92,92,92,95,-1,6
CCC(c1nnc(SCC(=O)Nc2ccc(C(N)=O)cc2)n1Cc1ccccc1)N(C)C (configuration not stated),-5,104,103,101,106,95,-1,4

Following part.
SMILES,procasp3 activ,MEP2 TOR yeast,CIT2-GFP yeast,AGP1-GFP MLPCN,RPL19A-GFP yeast,LAP4 TOR yeast,AHR activator,proCasp7 act
NCCCC[C@H]1CNC(=S)N1CC1(c2ccccc2)CC1,-3,98,92,85,98,120,-1,2
CCCn1cc(S(=O)(=O)c2ccccc2)c(=O)c2cc(OC)c(OC)cc21,3,104,98,100,95,98,-1,-2
CCOCCCNc1c(CC)c(C)c(C#N)c2nc3ccccc3n12,-6,97,99,100,100,84,38,-7
Nc1nnc(SCC(=O)NC2CCCCCC2)s1,-5,104,111,110,98,104,1,9
N#Cc1cc([N+](=O)[O-])ccc1NCCc1ccccn1,-15,101,99,95,107,102,8,1
COc1ccc(S(=O)(=O)Nc2cccc(-n3cnnn3)c2)cc1,-2,105,103,104,98,106,6,8
O=C(Nc1cccc(S(=O)(=O)N2CCCCCC2)c1)c1ccc(=O)[nH]c1,8,100,96,99,102,101,2,1
CC(=O)c1ccc(N2C(=O)CC(N3CCN(S(=O)(=O)c4cc(C)ccc4C)CC3)C2=O)cc1 (configuration not stated),0,106,102,96,97,97,1,0

Arranged by count of non-hydrogen atoms (smallest number first): 3 of the compounds above
SMILES,procasp3 activ,MEP2 TOR yeast,CIT2-GFP yeast,AGP1-GFP MLPCN,RPL19A-GFP yeast,LAP4 TOR yeast,AHR activator,proCasp7 act
CCOCCCNc1c(CC)c(C)c(C#N)c2nc3ccccc3n12,-6,97,99,100,100,84,38,-7
O=C(Nc1cccc(S(=O)(=O)N2CCCCCC2)c1)c1ccc(=O)[nH]c1,8,100,96,99,102,101,2,1
CC(=O)Nc1ccc(S(=O)(=O)N2CCN(c3cnn(C)c(=O)c3Cl)CC2)cc1,1,95,92,94,95,96,1,10

Carrying on.
SMILES,procasp3 activ,MEP2 TOR yeast,CIT2-GFP yeast,AGP1-GFP MLPCN,RPL19A-GFP yeast,LAP4 TOR yeast,AHR activator,proCasp7 act
Cc1ccc(S(=O)(=O)NNC(=O)C2CC=CCC2C(=O)O)cc1 (configuration not stated),-7,111,.,98,106,92,4,-2
CC1CCN(CCOc2cccc(Br)c2)CC1,0,105,99,91,100,84,-1,-1
CCCn1c(CCNC(=O)c2ccco2)nc2ccccc21,7,98,92,101,99,93,-3,2
O=C(Nc1cccnc1)NC1CCCCC1,0,102,104,100,95,109,3,9
Cc1cc(C)nc(N2CCCC(C(=O)Nc3cc(F)ccc3C)C2)n1 (configuration not stated),-6,109,87,102,98,107,2,2
CCOC(=O)Cn1nc(C)c(NC(=O)c2cccc([N+](=O)[O-])c2)c1C,0,98,102,99,101,103,0,0
CC(C)c1ccc(/C=C/C(=O)NC2=NCCS2)cc1,2,101,88,97,99,102,10,-12
CC(C)(C)OC(=O)[C@H](Cc1ccccc1)NC(=O)c1nc[nH]c1C(=O)NCCCCCN,-2,89,109,93,106,105,1,-12

Next part:
SMILES,procasp3 activ,MEP2 TOR yeast,CIT2-GFP yeast,AGP1-GFP MLPCN,RPL19A-GFP yeast,LAP4 TOR yeast,AHR activator,proCasp7 act
Cc1cc(/C=C2\SC(N)=NC2=O)c(C)n1-c1ccccc1,-11,101,103,108,97,101,8,12
Cc1ccc(-c2nn(Cc3ccccc3)cc2/C=C/C(=O)O)cc1C,-6,92,87,82,89,95,1,3
Cc1ccc(S(=O)(=O)Cc2ccc(C(=O)N3CCCCC3C)cc2)cc1 (configuration not stated),0,105,111,102,103,99,1,5
CN(C)CC(=O)c1c[nH]c2ccccc12,-2,103,95,104,102,104,19,-4
COc1ccc(-c2cc3c(=O)n(CC(=O)NC4CCN(Cc5ccccc5)CC4)ncn3n2)cc1,-6,101,103,102,95,95,2,-3
CCOC(=O)c1ccccc1NC(=O)COC(=O)CSC(C)C(=O)Nc1cc(C)on1 (configuration not stated),4,100,116,91,105,74,-1,6
COc1ccc(NC(=O)CCN=C2NS(=O)(=O)c3ccccc32)cc1S(=O)(=O)N(C)C,0,93,87,94,93,96,-2,4
COc1ccc(C(C#N)(CCC#N)CCC#N)cc1OC,5,105,105,107,105,110,2,11

An excerpt of these results, as labelled records:
CCOC(=O)c1ccccc1NC(=O)COC(=O)CSC(C)C(=O)Nc1cc(C)on1 (configuration not stated)
  procasp3 activ: 4; MEP2 TOR yeast: 100; CIT2-GFP yeast: 116; AGP1-GFP MLPCN: 91; RPL19A-GFP yeast: 105; LAP4 TOR yeast: 74; AHR activator: -1; proCasp7 act: 6

COc1ccc(NC(=O)CCN=C2NS(=O)(=O)c3ccccc32)cc1S(=O)(=O)N(C)C
  procasp3 activ: 0; MEP2 TOR yeast: 93; CIT2-GFP yeast: 87; AGP1-GFP MLPCN: 94; RPL19A-GFP yeast: 93; LAP4 TOR yeast: 96; AHR activator: -2; proCasp7 act: 4

Continuation:
SMILES,procasp3 activ,MEP2 TOR yeast,CIT2-GFP yeast,AGP1-GFP MLPCN,RPL19A-GFP yeast,LAP4 TOR yeast,AHR activator,proCasp7 act
CSCCC(NC(=O)c1ccco1)C(=O)NC1CCC(C)CC1 (configuration not stated),2,100,87,99,101,101,6,-4
O=C(NNC(=O)C12CC3CC(CC(C3)C1)C2)c1ccco1,-7,99,88,100,95,96,1,0
CCS(=O)(=O)N1CCC(C(=O)NCc2cccc(OC)c2)CC1,3,100,100,96,94,99,-5,-1
COc1ccc(C(CNC(=O)COc2ccc(Cl)c(C)c2)N2CCCCC2)cc1 (configuration not stated),2,90,93,85,82,84,-1,6
O=C(CCCc1ccccc1)NCc1ccccn1,-1,92,105,93,91,76,1,11
COc1ccc([N+](=O)[O-])cc1NC(=O)c1csc(C)c1,-3,95,97,95,100,99,36,2
COC(=O)c1c(C#N)c(N)nc2c1CCCC2,2,107,102,102,98,98,-1,5
CCOC(=O)c1ccccc1NC(=O)COC(=O)CCC(=O)c1ccccc1,5,106,104,106,101,99,0,-3

(more compounds)
SMILES,procasp3 activ,MEP2 TOR yeast,CIT2-GFP yeast,AGP1-GFP MLPCN,RPL19A-GFP yeast,LAP4 TOR yeast,AHR activator,proCasp7 act
CCOCC(=O)N1CCN(c2cccc(Cl)c2)CC1,-9,101,89,101,100,107,0,5
O=C1CCC(C(=O)N(c2ccccc2)C2(C(=O)NC3CCCCC3)CCCCC2)N1 (configuration not stated),1,96,93,98,99,93,-1,-6
C[C@H](NC(=O)c1ccccc1Cl)C(=O)OCC(=O)N1CC2(C)CC1CC(C)(C)C2 (some centres not stated),2,109,99,99,108,94,0,1
O=C(Nc1ccc(NC(=O)c2ccco2)cc1)c1ccc2c(c1)OCO2,0,94,91,94,92,92,-7,6
CN(C)c1ccc(/C=N/NC(=O)c2ccc(Cn3cc(Br)cn3)o2)cc1,-5,111,104,98,104,88,40,-1
CCC1(C)N(O)C(C)(C)C(c2ccc(OC)cc2)=[N+]1[O-] (configuration not stated),2,113,92,104,106,108,-1,4
CC(C)(C)CNC(=O)c1cccc2c1C(=O)c1ccc(N3CCCC3)cc1S2(=O)=O,-3,94,97,93,95,89,5,2
Cc1cc(=O)n2nc(N3CCCC(C(=O)NCCCN4CC(C)CC(C)C4)C3)sc2n1 (configuration not stated),2,120,115,115,116,111,0,-3

The results go on.
SMILES,procasp3 activ,MEP2 TOR yeast,CIT2-GFP yeast,AGP1-GFP MLPCN,RPL19A-GFP yeast,LAP4 TOR yeast,AHR activator,proCasp7 act
CSc1nc(C)cc(OCCO)n1,-7,105,102,103,95,96,1,8
O=C(Nc1ccc2c(c1)OCO2)C1CCCN1C(=O)Nc1cccc(F)c1 (configuration not stated),11,98,106,96,97,90,2,13
COc1ccc(CN2CCN(Cc3ccc(C(F)(F)F)cc3)CC2)c(OC)c1,-6,99,85,82,100,89,3,9
O=C1CC(C(=O)Nc2cccc(F)c2)n2c(nc3ccccc32)N1 (configuration not stated),5,103,103,106,99,102,-2,9
COc1ccc(N(C(=O)Cn2nnc3ccccc32)C2(C(=O)NC3CCCC3)CCCCC2)cc1,-2,103,99,97,99,97,-1,-8
O=C(O)/C=C/c1cn(Cc2ccccc2)nc1-c1cccnc1,1,97,104,91,101,103,1,6
FC(F)(F)c1ccccc1NC(=S)NN=C1CCCCCC1,-14,110,102,96,94,143,19,-15
CC1(C)CC(NC(=O)c2cccc([N+](=O)[O-])c2)CC(C)(C)N1,7,115,103,104,107,102,1,-1

New compounds follow.
SMILES,procasp3 activ,MEP2 TOR yeast,CIT2-GFP yeast,AGP1-GFP MLPCN,RPL19A-GFP yeast,LAP4 TOR yeast,AHR activator,proCasp7 act
O=S(=O)(c1ccc(OC(F)(F)F)cc1)N1CCCC(N2CCOCC2)C1 (configuration not stated),-2,111,104,102,103,93,1,2
CCn1cc(C(=O)NCCC(=O)NCCCO)c(=O)c2cc3c(cc21)OCO3,-2,108,108,103,104,88,0,-8
Cc1ccc(NC(=S)C2=C(O)c3ccccc3N(C)S2(=O)=O)cc1,-15,103,96,101,102,123,13,-32
O=C(c1cccc(O)c1)N1CCN(C(=O)C2CC2)CC1,7,90,89,88,97,91,0,-6
